NadD block – NadD (S. aureus) enzyme inhibition | purified NadD enzyme, colorimetric absorbance read-out | 360,000 compounds, 0.78% hits | inhibition, % at 20 µM | AID 602399; in the data active = inhibition above about 26%; note: some compounds past the cut are filed as inactive
MT1-MMP act inh – inhibitors of human MT1-MMP activation; P50281; HT1080 RFP-PRO-GFP cells, GFP/RFP ratio fluorescence, overnight; percent of plate control window, DMSO zero; GFP/RFP ratio change, % at 20 µM; 360,000 compounds, 0.061% hits;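 active = GFP/RFP ratio change of at least 30% with cell ATP level not reduced by more than half and red fluorescence within 50% of control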; note: strong numbers were not always called active
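Assay system – RFP-PRO-GFP reporter HT1080 cells · Compound dosing – single dose of 20 µM compound, 1% DMSO final · Incubation – overnight compound exposure at 37 °C · Measure – GFP/RFP fluorescence ratio · Benchmarks – DMSO wells and RFP-L50D-GFP cells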
SKN-1 inh – C. elegans SKN-1 inhibition; AID 624304; 360,000 compounds, 0.49% hits; C. elegans VP596 Pgst-4::GFP/RFP ratio, acrylamide-induced, 24 h; inhibition, % at 21.8 µM;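 active = interference check ratio from 0.5 to 1.5 plus GFP to RFP signal ratio inhibition reaching or exceeding a fixed threshold, cut at about 30% in these data, passing the limit was not always enough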; note: some compounds called inactive have numbers as strong as hits
LMPTP block – blocks human LMPTP phosphatase; recombinant LMPTP-A, OMFP fluorogenic substrate, fluorescence intensity; inhibition, % at 20 µM; 360,000 compounds, 0.22% hits; AID 651560;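 active = compounds that cut the enzyme signal by at least half of the control window in the single-dose screen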;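 note: plate controls were DMSO wells with enzyme plus substrate for no effect and substrate without enzyme for full effect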
Target sequence (P24666 whole entry, looked up): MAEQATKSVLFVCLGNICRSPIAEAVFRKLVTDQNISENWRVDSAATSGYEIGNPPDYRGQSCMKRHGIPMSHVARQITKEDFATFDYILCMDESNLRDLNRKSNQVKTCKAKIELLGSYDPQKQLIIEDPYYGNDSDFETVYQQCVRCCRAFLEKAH
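material = LMPTP-A | quantity = 0.625 nM enzyme | reagent = OMFP substrate, 400 µM final | buffer or medium = Bis-Tris pH 6.0, DTT, detergent | detection = endpoint fluorescence intensity from OMFP dephosphorylation | dosing = single 20 µM dose | read-out basis = % inhibition relative to no-enzyme and uninhibited control wells | control set = no-enzyme and uninhibited controls | timing = 50 min at room temperature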
STEP inh – inhibitors of human striatal-enriched phosphatase STEP; P54829; recombinant STEP, OMFP fluorogenic substrate, fluorescence; inhibition, % at 20 µM; 360,000 compounds, 0.25% hits;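 active = inhibition at 20 µM, scaled per plate between control wells, above about 37%, limit read from the data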;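 note: 0% = DMSO with enzyme and substrate and 100% = substrate only without enzyme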
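medium = Bis-Tris buffer pH 6.0, 2.5 mM DTT, 0.005% Tween 20 | test system = STEP (striatal-enriched tyrosine phosphatase) enzyme, cell-free | measure = normalized % inhibition | compound dosing = 20 µM, 1% DMSO | also added = 25 µM OMFP | schedule = reaction 20 min, ambient temperature | measured by = fluorescence read at 480 nm ex / 540 nm em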
NRP1-CendR mod – alters CendR peptide binding to human NRP-1; FAM-RPARPAR peptide binding to NRP-1, fluorescence polarization; inhibition, % at 25 µM; 360,000 compounds, 0.85% hits; AID 602438;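 active = inhibition or corrected inhibition above about 18%, plus a signal ratio from 0.5 to 1.5, limit read from the data, passing the limit was not always enough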; note: strong numbers were not always called active
Rpn11 inh – blocks the human proteasome subunit Rpn11 | O00487 | human 26S proteasome, Ub4-pepOG fluorescence polarization; 20S core pre-blocked with epoxomicin | calls only at 20 µM | 360,000 compounds, 0.59% hits;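 active = inhibition at 20 µM, scaled to each plate's controls, above about 33%, limit read from the data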
Target sequence (O00487 whole entry, looked up): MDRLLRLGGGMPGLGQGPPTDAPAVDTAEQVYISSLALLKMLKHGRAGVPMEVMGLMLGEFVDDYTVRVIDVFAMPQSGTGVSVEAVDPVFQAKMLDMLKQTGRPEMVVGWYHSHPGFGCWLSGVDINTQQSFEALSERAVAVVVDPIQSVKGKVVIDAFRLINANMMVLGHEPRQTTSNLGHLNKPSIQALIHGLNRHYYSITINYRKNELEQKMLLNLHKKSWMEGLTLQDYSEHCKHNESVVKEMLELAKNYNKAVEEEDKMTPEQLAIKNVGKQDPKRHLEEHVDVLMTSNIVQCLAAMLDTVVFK
DNMT1 inh – inhibitors of human DNMT1 | DNMT1 molecular beacon, Hinp1I cleavage, fluorescence | 360,000 compounds, 0.83% hits | inhibition (reported as % activation of signal), % at 10 µM; in the data active = inhibition above about 50%
Scp1 inh – inhibitors of human Scp-1 phosphatase; Q9GZU7; Recombinant Scp1, phosphopeptide, malachite green phosphate absorbance; inhibition, % at 20 µM; 340,000 compounds, 0.88% hits; AID 493091;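 active = inhibition above about 50% at 20 µM, limit read from the data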;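 note: plate controls were DMSO wells with enzyme for no effect and wells lacking enzyme for full effect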
Target sequence (Q9GZU7 76-261 limits assumed): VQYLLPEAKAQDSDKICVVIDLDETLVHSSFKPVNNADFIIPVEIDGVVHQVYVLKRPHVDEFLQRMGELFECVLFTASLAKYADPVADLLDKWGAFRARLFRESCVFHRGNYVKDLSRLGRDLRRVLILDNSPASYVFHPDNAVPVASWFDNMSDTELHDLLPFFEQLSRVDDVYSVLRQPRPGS
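System: truncated SCP-1 phosphatase (76-261aa); medium: Tris acetate buffer pH 5.5 with MgCl2 and Tween-20; incubation: 45 min room-temperature reaction, 5 min colour, 30 min stabiliser; compound: single 20 µM dose, 1% DMSO; reagent: Phosphorylated 17-residue peptide substrate; read-out: % inhibition at 20 µM; technique: colorimetric free-phosphate detection, absorbance 630 nm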
SUMO1-SIM PPI – alters human SUMO1 binding to SIM partners. 360,000 compounds, 0.33% hits. P63165. SUMO1 binding to a labelled peptide, TR-FRET, 1 h. inhibition, % at 20 µM; in the data active = inhibition above about 37%
Target sequence (P63165 whole entry, looked up): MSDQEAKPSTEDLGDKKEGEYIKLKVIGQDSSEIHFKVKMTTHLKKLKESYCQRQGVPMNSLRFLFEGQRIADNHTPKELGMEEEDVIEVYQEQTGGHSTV
An asterisk follows results filed as active; i = inactive; . = not tested or not shown.

SMILES	NadD block	MT1-MMP act inh	SKN-1 inh	LMPTP block	STEP inh	NRP1-CendR mod	Rpn11 inh	DNMT1 inh	Scp1 inh	SUMO1-SIM PPI
CC(=O)c1cccc(NC(=O)c2nccnc2C(=O)O)c1	-2	-1	-6	-2.3	-2	-9	i	3	21	-2
Cc1ccc(S(=O)(=O)Cn2nnnc2C(CC(C)C)N2CCN(c3ccc(F)cc3)CC2)cc1 (configuration not stated)	3	-3	0	3.2	4	3	i	5	0	-1
Cc1ccc2nc(CSc3nnc(Cc4cccs4)n3C3CCCCC3)cc(=O)n2c1	-3	-11	-5	0.1	2	5	i	1	-2	-16
CCOC(=O)C1CCCN(C(=O)c2cc(-c3ccc(C)cc3)nc3ccccc23)C1 (configuration not stated)	-5	2	0	1.1	0	-2	i	-2	-9	-2
Nc1nc(NCc2ccco2)nc(N2CCCCCC2)c1[N+](=O)[O-]	3	6	13	7.3	-3	-8	i	5	1	1
O=C(c1ccc(Cl)c(F)c1F)N1CCCC1	-4	-1	-18	-0.9	0	14	i	3	-3	2
Cc1ccc(S(=O)(=O)N2CCCCC2)cc1NC(=O)CSc1nnc(C2CC2)n1C	2	2	5	-1.8	-1	1	i	0	5	2
Nc1nc(COC(=O)C2CCN(C(=O)c3ccc(Cl)cc3)CC2)nc(Nc2ccccc2)n1	-1	6	9	-0.9	-1	-3	i	-1	5	-1
OCc1nc2ccccc2n1CCOc1ccccc1	-2	-1	2	0.8	1	-2	i	1	-2	-1
Cc1ccc(Cl)cc1NC(=S)N1CCC(c2ccccc2)C1 (configuration not stated)	-3	5	5	-0.6	3	7	i	-2	-12	4
CC(C)CCn1c(NCCN(C)C)nc2c1c(=O)[nH]c(=O)n2C	3	-2	9	-3.0	-3	-10	i	0	-10	1
COc1ccccc1CNC(=O)c1cc2sccc2n1C	-1	5	9	0.7	4	1	i	-6	-13	-2
COC(=O)COc1ccc(S(=O)(=O)N2CCOCC2)cc1C	-4	6	0	1.4	-2	-1	i	1	-3	1
CCn1cc(C(=O)NCCCOC)c(=O)c2cc(S(=O)(=O)N3CCC(C)CC3)ccc21	4	-1	-15	0.5	-2	15	i	1	-1	6
Cc1c(-c2ccccc2)oc2c(C(=O)OCC(=O)Nc3cccc(F)c3)cccc2c1=O	6	2	7	-1.5	-4	15	i	-2	-5	-1
COC(=O)[C@@H](NC(=O)c1cc(COc2cncc(Cl)c2)on1)c1ccccc1	2	-4	-3	1.1	-1	6	i	0	-3	-1
CCN(CC(=O)NCc1ccc(F)cc1)C(=O)CN1CCN(c2ccc(OC)cc2)CC1	3	-3	8	-1.8	0	3	i	2	16	2
CCc1ccc(C(=O)N/N=C/c2cccc3ccccc23)nc1	-3	-5	-2	-0.1	2	1	i	-1	-14	-2
O=C1C2CC=CCC2C(=O)N1c1ccc(OCC(O)Cn2nnc3ccccc32)cc1 (configuration not stated)	-4	-1	-6	-2.0	2	0	i	-4	-9	-2
CN1CCN(C(=S)NC(=O)c2cccc([N+](=O)[O-])c2)CC1	5	-4	18	-2.7	7	10	i	0	1	-12
CCN(c1ccccc1)S(=O)(=O)c1ccc(OC)c(OC)c1	-2	-6	-4	-0.7	-2	0	i	3	-5	-2
C[C@H](O)[C@H](O)[C@H]1CNc2nc(N)[nH]c(=O)c2N1	3	-4	15	-1.2	1	4	i	-6	-4	-7
COc1ccc2[nH]c(=O)c(CN(CCN(C)C)C(=O)NCc3ccccc3)cc2c1	-5	3	7	0.0	3	-8	i	1	1	0
O=C(O)CCSc1nc2ccc(Br)cc2[nH]1	-4	4	26	0.3	-2	12	i	-1	4	0
Cc1cc(NC(=O)c2ccccc2)n(C(C)(C)C)n1	-3	2	-1	-0.2	-3	7	i	-1	-8	2
CC(O)c1ccc(OCCN(C)c2ccccn2)cc1 (configuration not stated)	-6	3	-25	4.4	0	-4	i	0	-6	3
O=C(NCc1ccco1)c1ccc2c(c1)C(=O)N(Cc1ccccc1)C2=O	0	-2	0	0.4	1	1	i	-9	-4	-23
CC(=O)Nc1ccc2nc(C)n(Cc3ccc(Cl)cc3)c(=O)c2c1	-5	6	-2	-1.4	-2	-7	i	-1	-7	4
O=C(COC(=O)CCC(=O)c1cccs1)NC1CCCCC1	3	2	1	-1.6	0	9	i	5	-6	-2
COCC(=O)Nc1ncc(S(=O)(=O)c2ccc([N+](=O)[O-])cc2)s1	3	3	-4	-1.1	-1	-4	i	1	-3	-25
O=C(Nc1ccc(N2CCOCC2)c(S(=O)(=O)Nc2ccc(Cl)cc2)c1)c1cnccn1	-5	1	4	2.3	6	0	i	-8	-2	-2
COc1ccc(C2CC(c3ccc(F)cc3)Nc3nc(N)nn32)cc1 (configuration not stated)	2	0	-1	-1.9	-2	-14	i	1	3	2
CC/C(=N\NC(=O)OC)c1ccc(OC(F)F)cc1	-1	-1	-4	-1.5	-2	-1	i	0	-3	0
CCc1nnc(NC(=O)CN2CCN(c3nc(-c4ccccc4)cs3)CC2)s1	8	-1	-14	-0.2	2	-14	i	-3	-9	-5
Cc1ccc(/C=N/NC(=O)CSc2nc3ccccc3n2Cc2ccccc2)o1	2	5	-1	1.0	3	-6	i	-4	-3	4
COc1ccccc1CCNC(=O)CCCn1nc(C)c2c(C)n(-c3ccc(C)cc3)nc2c1=O	3	6	7	-2.1	0	24	i	-2	-9	2
Cc1nc(C(F)(F)F)c(C(=O)NC(=O)Nc2ccccc2)s1	-3	8	-4	-1.5	-2	-6	i	1	-11	1
Cc1c(Cl)cccc1NC(=S)N(CCCN1CCOCC1)Cc1ccco1	-4	-4	6	-1.1	2	-3	i	0	1	1
CCOc1cccc(-c2nnc(SCC(=O)Nc3cc(C)ccc3OC)n2N)c1	4	27	4	-0.9	3	2	i	-1	3	3
CCOC(=O)c1cnc(SC2CC(=O)N(c3ccccc3)C2=O)nc1N (configuration not stated)	-3	11	-1	-1.2	-1	4	i	5	2	1
COc1ccc(/C=C2/SC(=O)N(NS(=O)(=O)c3ccccc3)C2=S)cc1OC	0	-6	12	0.4	4	-84	i	1	-6	-2
COc1ccc(C(=O)c2ccc(Cl)cc2Cl)cc1	-8	1	29	0.0	2	-2	i	0	-5	-2
CCCc1c(C(=O)N/N=C/c2sccc2C)nnn1-c1nonc1N	5	6	17	0.1	1	2	i	9	-3	10
CC(=NCCc1c(C)[nH]c2ccc(OC(F)(F)F)cc12)C1=C(O)CC(c2ccccc2)CC1=O (configuration not stated)	-11	-13	0	4.8	-2	-3	i	-5	-10	-1
O=C(CCNS(=O)(=O)c1cccc2nsnc12)NCCC1=CCCCC1	1	13	2	-2.3	-2	16	i	-6	0	-23
CCCNc1nc2c(c(=O)n(C)c(=O)n2C)n1CCc1ccccc1	-5	2	-11	-0.8	-12	-11	i	4	-4	3
Cc1nc(/N=C(\N)NC(=O)c2ccccc2)nc2ccccc12	3	-4	6	1.1	-1	-7	i	0	6	2
Cc1nn(-c2cc(N3CCNCC3)ccc2[N+](=O)[O-])c(=O)c2ccccc12	3	-10	-10	3.6	0	-11	i	2	-2	-19
O=C1C(O)CCN1Cc1ccccc1 (configuration not stated)	-6	-3	9	-0.8	-3	7	i	6	-8	0
O=C(N[C@H]1CCC(=O)N([C@H](CSc2ccc(Br)cc2)Cc2ccccc2)CC1)OCc1ccccc1	-1	-7	-5	6.1	-1	-3	i	-1	-8	8
Following part
SMILES	NadD block	MT1-MMP act inh	SKN-1 inh	LMPTP block	STEP inh	NRP1-CendR mod	Rpn11 inh	DNMT1 inh	Scp1 inh	SUMO1-SIM PPI
CC(C)N(C(=O)CN1C(=O)C(=O)c2ccccc21)c1ccccc1	2	3	11	0.7	0	10	i	-1	-9	-27
CN(C)c1ccc(/C=C2\SC(=S)N(Nc3ncc(C(F)(F)F)cc3Cl)C2=O)cc1	19	-69	62	1.6	-67	134	.	9	-7	-6
Cc1noc(C)c1Cc1c(Cl)cccc1Cl	-7	-1	13	1.8	-4	-4	i	4	-1	-2
CN(C(=O)COC(=O)C1CCN(S(=O)(=O)c2cccs2)CC1)C1CCS(=O)(=O)C1 (configuration not stated)	-4	2	-1	-0.1	0	8	i	0	-4	-2
O=C(Cc1csc(Nc2nc(=S)[nH]c3ccccc23)n1)NCCCN1CCN(c2cccc(Cl)c2)CC1	44*	6	2	6.9	-3	0	i	-5	-3	2
CC1CCN(C(=O)c2ccc(-c3ccccc3Cl)o2)CC1	-3	-1	-10	1.3	0	5	i	1	.	1
CCO[C@H]1OC(C(N)=O)=C[C@@H](C(C)(C)C)[C@@H]1CCCO	0	.	-3	-0.5	0	14	i	2	-8	-2
Cc1cccc(NC(=S)NCc2ccc3c(c2)OCO3)c1	-7	0	4	-0.9	1	-1	i	6	3	-1
O=C(CCC1CCCC1)NCCCN1CCOCC1	1	-3	5	-2.0	-1	-2	i	0	-10	1
COc1ccc2nc(SCC(=O)Nc3ccc4c(c3)CCC4)[nH]c2c1	9	5	7	1.8	-2	-2	i	-5	-3	0
O=C(Nc1ccc2c(c1)OCCO2)c1ccc(Cl)cc1	3	5	7	-1.6	0	2	i	-1	-1	4
Cc1cc2nc(SCC(=O)Nc3ccccc3C(=O)O)[nH]c2cc1C	1	-4	0	0.1	-1	-7	i	4	-2	8
COc1cc(CNC(=O)Nc2nnc([C@H]3C[C@H](O)[C@@H](CO)O3)s2)cc(OC)c1OC	0	1	-13	-0.4	2	-10	i	-2	.	-1
Cc1ccc(NS(=O)(=O)c2ccc3c(c2)NC(=O)CCS3)c(Cl)c1	-4	-8	25	-0.5	0	-18	i	-1	19	0
O=C(NC1=NCCS1)c1ccc([N+](=O)[O-])cc1Cl	0	0	10	0.9	-3	4	i	-1	-5	-25
O=C(O)CN1C(=O)NC2NC(=O)NC21 (configuration not stated)	3	0	-10	-0.2	-2	-14	i	0	-1	6
CN(C(=S)NC(=O)c1ccc(Cl)cc1)C1CCCCC1	2	8	-17	72*	20	-4	i	-4	70*	5

Assay outcomes from PubChem.
